# Screening data from PubChem.
# D2 antag: antagonists of human D2 dopamine receptor. P14416. HEK293 TREx D2 cells, calcium flux, dopamine EC80. inhibition, % at 10 µM. 340,000 tested, 2% active; in the data active = inhibition above about 30%; also: 0% is about no effect
#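 HEK293 T-REx D2 cells, tet-induced, calcium dye no-wash. Cpd pintool add, 180 s kinetic, then EC80 DA, 180 s kinetic. Ca flux read.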
# RXFP1 antagonist: RXFP1 (human) relaxin receptor antagonism; Q9HBX9; HEK293-RXFP1, relaxin-stimulated cAMP HTRF, 30 min; hits give low values; activity change, negative = inhibition, % at 57.5 µM; 350,000 tested, 0.59% active; AID 1259400;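 active = activity change of -60% or lower, but not beyond a set lower limit; inconclusive = change between -60% and -40%, or beyond the set limit; inactive = change above -40%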; also: % is scaled to controls: 0 for no effect and ±100 for the full control effect
# Target sequence (Q9HBX9 whole entry, looked up): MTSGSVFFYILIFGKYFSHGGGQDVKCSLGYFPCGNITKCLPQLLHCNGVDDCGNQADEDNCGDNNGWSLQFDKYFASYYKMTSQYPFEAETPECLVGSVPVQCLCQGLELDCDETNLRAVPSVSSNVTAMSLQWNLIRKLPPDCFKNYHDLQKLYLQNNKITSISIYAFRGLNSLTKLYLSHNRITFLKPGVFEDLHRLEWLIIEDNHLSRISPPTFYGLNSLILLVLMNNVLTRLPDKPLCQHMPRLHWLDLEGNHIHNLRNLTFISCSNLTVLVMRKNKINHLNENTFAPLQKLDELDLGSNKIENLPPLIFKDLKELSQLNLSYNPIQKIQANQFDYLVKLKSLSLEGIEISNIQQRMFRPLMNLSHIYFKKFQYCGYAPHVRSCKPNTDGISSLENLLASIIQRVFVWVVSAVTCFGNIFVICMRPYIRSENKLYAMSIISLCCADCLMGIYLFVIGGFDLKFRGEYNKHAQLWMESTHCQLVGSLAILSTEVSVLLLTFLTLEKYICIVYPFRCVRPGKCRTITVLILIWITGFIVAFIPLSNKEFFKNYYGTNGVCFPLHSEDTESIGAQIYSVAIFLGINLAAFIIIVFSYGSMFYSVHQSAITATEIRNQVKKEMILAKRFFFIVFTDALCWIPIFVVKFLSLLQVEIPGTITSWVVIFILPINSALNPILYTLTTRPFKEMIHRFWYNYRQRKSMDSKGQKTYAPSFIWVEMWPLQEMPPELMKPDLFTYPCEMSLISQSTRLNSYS
# RXFP1 agonist: activates the human relaxin receptor RXFP1. Q9HBX9. HEK293T-RXFP1 cAMP TR-FRET, 30 min; response scale: percent of porcine relaxin response, buffer zero. Potency, µM (doses to about 57.5 µM), for inactives: top-dose activation, hits mostly activators. 370,000 tested, 0.3% active; active = well fitted activation curve with a large enough effect; inconclusive = small, poorly fitted or top-dose-only effect; also: potency is read from the fitted curve at half-maximal effect; % is scaled to controls: 0 for no effect and ±100 for the full control effect; nearly all actives have a fitted effect of over 60% in size; many of its hits are not listed in these tables
#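 HEK293T cells stably expressing RXFP1 were pretreated with the PDE4 inhibitor Ro 20174, exposed to compounds for 30 min at 37C, lysed, and cAMP was read by TR-FRET. Data normalized to buffer (basal) and 29 nM porcine relaxin (100%).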
# D1 ag: agonists of human D1 dopamine receptor | HEK293 T-REx D1 cells, calcium flux, agonist mode | 360,000 tested, 1% active | activation, % at 2 µM; in the data active = activation above about 30%; also: 0% is about no effect
#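 Tetracycline-induced HEK293 TREx D1 cells, force-coupled to calcium signalling, were dye-loaded with a no-wash calcium kit. Compound was pin-added after a 10 s baseline. Fluorescence was read kinetically at 1 cycle/s for 180 s, with calcium rises flagged as agonism.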
# D1 antagonist: blocks dopamine activation of the human D1 receptor; AID 504652; 360,000 tested, 3.2% active; P21728; HEK293 TREx D1 cells, calcium flux, dopamine EC80; hits give low values; activity change, negative = inhibition, % at 10 µM; in the data active = activity change below about -30%; also: % is scaled to controls: 0 for no effect and ±100 for the full control effect
#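 Allosteric or orthosteric antagonism assessed as attenuation of the calcium response to EC80 dopamine, added 180 s after compound, in induced HEK293 Trex D1 cells loaded with no-wash calcium dye.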
# D1 PAM: enhances dopamine response at the human D1 receptor. P21728. HEK293 TREx D1 cells, calcium flux, dopamine EC20 potentiation. potentiation, % at 10 µM. 360,000 tested, 0.036% active. AID 504651; in the data active = potentiation above about 30%; also: 0% is about no effect
# TRHR PAM: allosterically enhances the human TRH receptor; AID 493056; P34981; enhancement, % at 2 µM; TRHR cells, fluo-8 calcium fluorescence, EC20 TRH enhancement; 360,000 tested, 0.66% active; in the data active = enhancement above about 30%; also: 0% is about no effect
#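 TRHR-expressing cells loaded with fluo-8 calcium dye were read kinetically (ex 480/em 530) during compound addition, then stimulated with an EC20 of TRH (10 nM final). Enhancement of the Gq-mediated intracellular calcium response was scored.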
# D2 PAM: D2 dopamine receptor (human) potentiation. P14416. 340,000 tested, 0.34% active. potentiation, % at 10 µM. HEK293 T-REx D2, calcium flux, EC20 dopamine potentiation. AID 485347;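 active = potentiation over 3 SD above the plate norm, cut at about 30% in these data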; also: 0% is about no effect
#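 Primary screen. Calcium kinetics in induced HEK293 T-REx D2 cells: compound pre-addition 180 s, EC20 dopamine, 180 s more.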
# D2 ag: activates the human D2 dopamine receptor; activation, % at 2 µM; P14416; 340,000 tested, 0.53% active; HEK293 T-REx D2 cells, calcium flux agonist mode;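 active = activation over 3 SD above normal in the single-dose calcium agonist read, cut at about 30% in these data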; also: 0% is about no effect
#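 In this primary screen, compounds producing a positive calcium signal within 180 s of addition to tetracycline-induced, force-coupled HEK293 Trex D2 cells are flagged; cells are dye-loaded with a no-wash calcium kit beforehand.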
# An asterisk follows results filed as active; ? = inconclusive; . = not tested or not shown; & = joins results of further samples.
# Labels used below: A = D2 antag; B = RXFP1 antagonist; C = RXFP1 agonist; D = D1 ag; E = D1 antagonist; F = D1 PAM; G = TRHR PAM; H = D2 PAM; I = D2 ag
[1] O=C(NCc1ccccc1)c1ccc(CS(=O)Cc2ccc(Cl)cc2)o1 (configuration not stated)
  A: -24	B: ?	C: -1.9%	D: 4	E: 6	F: 8	G: 1	H: -25	I: -0.6

[2] Cc1ccc2c(=O)cc(C(=O)Nc3ccc(S(=O)(=O)N(C)Cc4ccccc4)cc3)oc2c1
  A: .	B: 0	C: 5.8%	D: 0	E: 13	F: 2	G: 9	H: 15	I: -1.1

[3] O=C(CSc1nnc(Nc2ccccc2F)s1)Nc1cccc(S(=O)(=O)N2CCCCC2)c1
  A: -6	B: -18	C: 3.2%	D: 1	E: 6	F: -3	G: -7	H: -7	I: 0.3

[4] COc1ccc(-c2nnc(SCC(=O)NCCc3ccccc3)nc2-c2ccc(OC)cc2)cc1
  A: .	B: -4	C: 3.3%	D: 2	E: -7	F: -1	G: -2	H: 16	I: 1.0

[5] COc1ccc(N(CC(=O)N2CCN(c3ccccc3F)CC2)S(=O)(=O)c2c(C)n[nH]c2C)cc1
  A: -12	B: -10	C: 1.5%&0.8%	D: -2&1	E: -1&-17	F: -1&-1	G: 5&3	H: -2&5	I: 1.3&1.7

[6] COc1ccc(C(=O)NC2CCCCCC2)cc1S(=O)(=O)N1CCCc2ccccc21
  A: -4	B: -7	C: -0.9%	D: 4	E: -2	F: -4	G: 11	H: -8	I: -0.3

[7] CCOC(=O)C1=C(N)n2c(s/c(=C\c3ccco3)c2=O)=C(C(=O)OC(C)C)C1c1ccco1 (configuration not stated)
  A: .	B: 7	C: 3.4%	D: 4	E: -1	F: -4	G: -7	H: .	I: .

[8] CC[N+](C)(CC)CCC[n+]1c(-c2ccccc2)c2cc(N)ccc2c2ccc(N)cc21
  A: 14	B: .	C: 1.9%	D: 7	E: -7	F: -3	G: -2	H: -6	I: 0.8

[9] Cc1nc2sccn2c1P(c1c(C)nc2sccn12)c1c(C)nc2sccn12
  A: 0	B: 15	C: 2.7%	D: 1	E: -22	F: 1	G: -2	H: 1	I: -0.2

[10] CCc1cccc(NC(=O)Cn2ccn3nc(-c4ccc(OC)c(OC)c4)cc3c2=O)c1
  A: .	B: -3	C: ?	D: -1	E: -8	F: 0	G: 1	H: -2	I: -2.8

[11] Cc1ccc(C(CC(=O)N2CCCCC2)c2ccccc2)c(O)c1C (configuration not stated)
  A: -2	B: -17	C: 2.6%	D: 3	E: -18	F: -1	G: 2	H: 6	I: -1.3

[12] COc1cccc(CC(=O)N2CCC(n3nccc3NC(=O)C3CC3)CC2)c1
  A: -8	B: -16	C: 2.0%	D: 1	E: 4	F: -4	G: 9	H: 4	I: 0.5

[13] COc1ccc(OC)c(Cc2nnc(CCC(=O)NCc3ccc(C)s3)o2)c1
  A: -4	B: -23	C: -0.6%	D: 5	E: -20	F: 2	G: 0	H: 4	I: -0.3

[14] S=C(Nc1ccccc1)N1CCN(C2CCCCC2)CC1
  A: -13	B: 8	C: -0.7%	D: 1	E: -2	F: -15	G: -6	H: -7	I: 0.0

[15] Nc1cc(C(=O)OCC(=O)NNC(=O)c2ccccc2)ccc1Cl
  A: 2	B: -13	C: 2.3%	D: -2	E: 5	F: -3	G: -10	H: 6	I: -1.0

[16] COc1ccc(C)cc1NC(=O)c1ccc2c(c1)CCN2S(=O)(=O)c1ccc(Cl)cc1
  A: .	B: 6	C: 2.6%	D: 2	E: 11	F: -1	G: -2	H: 7	I: 1.2

[17] O=C(Cc1ccccc1)Nc1nnc(-c2cccc([N+](=O)[O-])c2)s1
  A: -3	B: .	C: -0.2%	D: 3	E: 3	F: 5	G: -5	H: 6	I: 0.5

[18] Cc1ccccc1NS(=O)(=O)c1ccc(OCC(=O)NCc2ccco2)cc1
  A: -1	B: 2	C: 0.4%	D: 0	E: -4	F: 0	G: -5	H: 0	I: -0.5

[19] Cn1c(SCc2ccc(F)cc2)nc2ccc(C(=O)NCc3ccc(F)cc3)cc21
  A: .	B: -14	C: 4.0%	D: 13	E: -32*	F: -3	G: 6	H: -8	I: 0.7

[20] Cc1cc(OCC(C)C)ccc1/C(O)=C1/C(=O)C(=O)N(Cc2cccnc2)C1c1ccncc1 (configuration not stated)
  A: -8	B: 23	C: ?	D: 0	E: -3	F: -2	G: 6	H: 1	I: -0.4

[21] COc1cc(C(=O)Nc2nc(-c3ccc(F)cc3)cs2)ccc1OCC(=O)N1CCOCC1
  A: 5	B: -25	C: -2.4%	D: 8	E: -12	F: -3	G: 0	H: 19	I: -0.7

[22] CC(C)(C)c1csc(NC(=O)Cc2cccs2)n1
  A: 0	B: -21	C: 2.8%	D: 2	E: -17	F: 0	G: 0	H: -4	I: 0.3

[23] Cc1cc(NC(=O)Cn2cc([N+](=O)[O-])cn2)n(Cc2ccc(F)cc2)n1
  A: .	B: -15	C: -0.6%	D: 7	E: -8	F: -4	G: -5	H: .	I: .

[24] CC(=O)OCC(OC(C)=O)C(OC(C)=O)C(OC(C)=O)C(=O)Nc1cccc(C)c1 (configuration not stated)
  A: -17	B: 8	C: -2.0%	D: 0	E: -24	F: -1	G: -3	H: -12	I: -0.4

[25] Cc1cccc(-n2ccnc2SCC(=O)Nc2nc3ccccc3s2)c1
  A: .	B: .	C: 2.7%	D: 1	E: -18	F: -3	G: 1	H: 7	I: 0.2

[26] O=C(Nc1ccccc1-c1ccccc1NC(=O)c1ccco1)c1ccco1
  A: .	B: 1	C: 1.4%	D: 7	E: 0	F: -5	G: -1	H: -9	I: .

[27] COCCn1nnnc1CN1CCN(c2cccc(C(F)(F)F)c2)CC1
  A: 19	B: 4	C: 2.8%	D: 11	E: 34	F: -7	G: 1	H: 5	I: 0.1

[28] COC(=O)c1nn(-c2cccc(C(F)(F)F)c2)ccc1=O
  A: 4	B: -5	C: -1.9%	D: 2	E: 0	F: 1	G: -1	H: 6	I: -0.2

# Only part of the results is shown (hit frequency here may not be typical).
